Screening results: PubChem BioAssay, Small Molecule Screening Facility, UW Madison
RMI-FANCM inh = blocks RMI1/RMI2 complex binding to FANCM MM2 peptide. FP signal (polarization) at 33 µM. AID 1159607. Fluorescence polarization, RMI core complex with F-MM2 peptide; stronger effect = lower value. 70,000 compounds, 0.58% hits; in the data active means FP signal below about 40; further: inactives centre near 61; strong numbers were not always called active; unit not given here
Starred values were filed as active, the others as inactive; & = joins results of further samples.

SMILES	RMI-FANCM inh
FC(F)(F)c1ccccc1Nc1nc(-c2ccccc2)c2cc(Br)ccc2n1	60
O=C(NCc1ccccn1)c1cc2cc(Br)ccc2oc1=O	65
CC(C)CCN1C(=O)C(C)(C)COc2ccc(NC(=O)c3ccc(F)c(F)c3)cc21	76
O=[N+]([O-])c1ccc(S(=O)(=O)n2nc3ccccc3n2)cc1	88
COc1cc(NS(=O)(=O)c2ccc3c(c2)CCCC3)ccc1N1CCCC1=O	53
O=C(COc1ccc(Cl)cc1)N1CCN(c2nc3ccc([N+](=O)[O-])cc3s2)CC1	55
O=C(/C(=C/C(=O)c1cccs1)c1ccccc1)c1ccccc1	53
O=C(c1ccco1)N1CCc2ccc(NS(=O)(=O)c3ccc4c(c3)OCCO4)cc21	72
CCOc1ccsc1NC(=O)Nc1cccc(C(F)(F)F)c1	64
Cc1ccc(S(=O)(=O)N2CCCc3ccc(NC(=O)C(=O)Nc4ccc(C)c(F)c4)cc32)cc1	53
O=C(Cc1cccs1)Nc1ccc2c(c1)CN(C(=O)c1ccco1)CC2	70
CSc1c(C#N)c(-c2ccc(Cl)cc2)nn1C(=O)c1cccs1	55
Cc1c(/C=N\NC(=S)Nc2ccc(Cl)cc2)sc2ccccc12	42
O=C(COc1cccc(C(F)(F)F)c1)NCCn1ncccc1=O	62
Cn1cc(CC(=O)Nc2ccc3c(c2)OCCO3)c2ccccc21	67
NNC(=O)c1nccnc1N	53
Cc1nc([N+](=O)[O-])cn1CCCOc1ccc(Cl)cc1	45
COC(=O)c1c(NC(=O)c2ccc(OC(C)C)cc2)sc(C)c1C	65
C=CC[n+]1ccn(-c2nc3ccccc3nc2[N-]S(=O)(=O)c2cccs2)c1	64
Nc1ccc(NC(=O)C(F)(F)F)c(Cl)c1	66
O=C(NCCS(=O)(=O)NCCc1c[nH]c2ccccc12)c1ccccc1	56
CC1(C)C/C(=N\OC(=O)c2cc3ccccc3oc2=O)c2ccoc2C1	64
Cc1onc(-c2c(Cl)cccc2Cl)c1NC(=O)N(C)C	65
O=C(Nc1ccc(NC(=O)C2Nc3ccccc3S(=O)(=O)N2)cc1)c1ccco1 (configuration not stated)	60
CC(C)(C)c1cc(C(c2ccc(Cl)cc2)N2CCN(Cc3ccccc3)CC2)cc(C(C)(C)C)c1O (configuration not stated)	63
C=CCN(CC=C)S(=O)(=O)c1ccc(C(=O)Nc2nc3c(Br)cccc3s2)cc1	63
COc1ccc(-c2noc(CSc3nc(-c4ccccc4)cc(=O)[nH]3)n2)c(OC)c1	62
CCSc1ccc(CC(=O)Nc2sccc2C#N)cc1	54
CCOC(=O)c1c(NC(=O)c2ccnn2C)sc2c1CCCC2	79
Cc1ccc(C(C)NC2(C#N)C3CC4CC(C3)CC2C4)c(C)c1 (configuration not stated)	55
N#CC(=C(O)c1ccc2c(c1)OCCO2)c1nc2ccccc2s1	79
COC(=O)c1sccc1N/N=C(/C#N)S(=O)(=O)c1cccs1	53
COc1ccccc1Nc1nc2ccc(SC)cc2s1	55
CCc1cc2c(Nc3cccc(C(=O)OC)c3)nc(C)nc2s1	72
COc1cccc(CC(=O)NNC(=O)c2cnn(-c3ccccc3)c2C)c1	47
Cc1ccc(OCCn2c(C)nc3ccccc32)cc1	63
O=C(Oc1ccc2c(c1)OCC2=O)c1ccc(Cl)cc1	54
CCS(=O)(=O)c1ccc(C(=O)N(CCCN(C)C)c2nc3c(OC)ccc(C)c3s2)cc1	56
O=C1c2ccccc2C(=O)c2c(NC3CCCCC3)ccc(NC3CCCCC3)c21	50
COc1ccc(S(=O)(=O)Nc2ccc3c(c2)N(C(C)=O)CC3)cc1Cl	69

Of the compounds above, 16 contain a halogen.
SMILES	RMI-FANCM inh
FC(F)(F)c1ccccc1Nc1nc(-c2ccccc2)c2cc(Br)ccc2n1	60
O=C(NCc1ccccn1)c1cc2cc(Br)ccc2oc1=O	65
CC(C)CCN1C(=O)C(C)(C)COc2ccc(NC(=O)c3ccc(F)c(F)c3)cc21	76
O=C(COc1ccc(Cl)cc1)N1CCN(c2nc3ccc([N+](=O)[O-])cc3s2)CC1	55
CCOc1ccsc1NC(=O)Nc1cccc(C(F)(F)F)c1	64
Cc1ccc(S(=O)(=O)N2CCCc3ccc(NC(=O)C(=O)Nc4ccc(C)c(F)c4)cc32)cc1	53
CSc1c(C#N)c(-c2ccc(Cl)cc2)nn1C(=O)c1cccs1	55
Cc1c(/C=N\NC(=S)Nc2ccc(Cl)cc2)sc2ccccc12	42
O=C(COc1cccc(C(F)(F)F)c1)NCCn1ncccc1=O	62
Cc1nc([N+](=O)[O-])cn1CCCOc1ccc(Cl)cc1	45
Nc1ccc(NC(=O)C(F)(F)F)c(Cl)c1	66
Cc1onc(-c2c(Cl)cccc2Cl)c1NC(=O)N(C)C	65
CC(C)(C)c1cc(C(c2ccc(Cl)cc2)N2CCN(Cc3ccccc3)CC2)cc(C(C)(C)C)c1O (configuration not stated)	63
C=CCN(CC=C)S(=O)(=O)c1ccc(C(=O)Nc2nc3c(Br)cccc3s2)cc1	63
O=C(Oc1ccc2c(c1)OCC2=O)c1ccc(Cl)cc1	54
COc1ccc(S(=O)(=O)Nc2ccc3c(c2)N(C(C)=O)CC3)cc1Cl	69

Next part
SMILES	RMI-FANCM inh
O=C(Cn1cccc(-c2nc(-c3ccc(Cl)cc3)no2)c1=O)NCc1ccc(F)cc1	63&73
CNCC[C@H](Oc1ccc(C(F)(F)F)cc1)c1ccccc1	78
Cc1sc2nc(SCC(=O)NCCOCCO)nc(N)c2c1C	62
CN(C)c1ccc(CCCNS(=O)(=O)Cc2ccccc2Cl)cc1	70
O=C(Nn1cnc2c(cnn2-c2ccc(F)cc2)c1=O)c1cccc(C(F)(F)F)c1	65
C/C(=C/C(=O)O)C(=O)NCc1ccc(C)cc1	57
CC(CNC(=O)Nc1ccc(Oc2ccccc2)cc1)N1CCCCC1 (configuration not stated)	65
O=C(Nc1nc2ccccc2s1)C(=O)NC1CC1	61
Cn1nc(-c2ccc(F)cc2)ccc1=O	54
O=C(/C=C/c1ccc(-c2ccc(Cl)cc2)o1)N1CCCCC1	65
O=C1NC(=S)NC(=O)C1=CN1CCc2ccccc21	110
O=S(=O)(NCCOc1ccccc1)c1cc(C(F)(F)F)ccc1Cl	62
Cc1nc(C)c(NC(=O)NCc2ccccc2)cc1NC(=O)NCc1ccccc1	58
O=C(CSc1nnc(N2CCN(C(=O)Cc3noc4ccccc34)CC2)s1)Nc1ccccc1	59
CCOC(=O)C1=C(Nc2ccc(OC(C)=O)cc2)C(=O)N(C(C)(C)C)C1	54&48
CCCN(CCC)S(=O)(=O)c1ccc(C(=O)Nc2ccc3c(c2)OCO3)cc1	49
C=CCn1c(=NC(=O)c2cc(Cl)ccc2[N+](=O)[O-])sc2cc(S(N)(=O)=O)ccc21	62
CN1CCN(c2cc(OCCNS(=O)(=O)c3cccs3)ncn2)CC1	61
COc1cc(N2CCN(C(=O)c3ccccc3C(F)(F)F)CC2)nc(C)n1	56
COC(=O)C1=C(\N2CCOCC2)CCCC/C=C\1C(=O)OC	61
Cc1ccc(S(=O)(=O)N(CCc2cccs2)CC(=O)O)cc1	63
Cc1ccc(-c2ccc(/C=C3/SC(=S)N(c4c(C)n(C)n(-c5ccccc5)c4=O)C3=O)o2)cc1	89
COc1ccc(C(F)(F)F)cc1NC(=O)CSc1ccc(NC(=O)C(C)C)nn1	99
Cc1cc(Br)ccc1NC(=S)NC(=O)c1ccc([N+](=O)[O-])cc1	54
Cc1cc(NC(=O)c2ccc(S(=O)(=O)N(C)C3CC3)cc2)n(C(C)C)n1	70
CCc1ccc(OCC(=O)Oc2ccc(C(=O)c3ccccc3)cc2)cc1	61
Cc1cc(NC(=O)NCCCSc2nc3ccccc3o2)no1	51
CCOc1ccc(-c2csc(/C(C#N)=C/C(Br)=C\c3ccccc3)n2)cc1	61
COc1ccc(NC(=O)CS(=O)(=O)c2ccc(Cl)s2)cc1Cl	64
CN(C(=O)Nc1cn(C)c2ccccc12)C1CCCCC1	52
COc1cc2nc(N(CCN(C)C)C(=O)c3ccc4ccccc4c3)sc2cc1OC	70
O=C1NC(=S)C(=C2CCCC2)S1	34
COc1ccc(N2CC(NC(=O)NCc3ccc4[nH]c5c(c4c3)CCCC5)CC2=O)cc1OC (configuration not stated)	49&53
COc1cn2c(cc1=O)C(=O)N(CCNC(=O)c1cccs1)CC2	63
CC(C)Sc1nc2ccccc2[nH]1	60
O=C(CCCn1nc(-c2ccc(F)cc2)ccc1=O)Nc1ccc(F)c(C(F)(F)F)c1	78
CCOc1cn(C)c(C(=O)Nc2cc(C)cc(C)c2)cc1=O	60
O=C(Cc1cc(=O)[nH]c(SCc2ccccc2F)n1)Nc1ccc(F)c(Cl)c1	67
O=C(Nc1nc(-c2cc(Cl)ccc2Cl)cs1)c1cccc(C(=O)Nc2nc(-c3cc(Cl)ccc3Cl)cs2)n1	37
Cc1ccc2cc(CCN3C(=O)c4ccccc4C3=O)c(Cl)nc2c1C	71
Cc1ccc(-c2csc3nc(SCC(=O)NCCc4ccccc4)n(-c4ccccc4)c(=O)c23)o1	152
CN1CCC(N(C)C(=O)CCCSc2ccc(NC(=O)c3cccs3)nn2)CC1	62
COc1ccccc1NC(=O)CSc1nc2c(sc(=S)n2-c2ccccc2C)c(=O)[nH]1	61
O=c1[nH]c(=S)c2c(n1CCc1ccccc1)CCC2	68
O=C(Cc1cccs1)NCc1nnnn1-c1ccc(F)c(F)c1	70
c1ccc2cc(CNCc3cccc4ccccc34)ccc2c1	83
Cc1ccc2nc3sc(Nc4ccc(F)c(Cl)c4)nn3c(=O)c2c1	62
COC(=O)c1sc(C(F)(F)F)c(-c2ccccc2)c1S(=O)(=O)Oc1cccc(C)c1	51
CCN(CC)C(C(=O)NC1CCCC1)c1cc2c(cc1[N+](=O)[O-])OCO2 (configuration not stated)	59
N#C/C(=C\Nc1ccc(S(=O)(=O)Nc2nccs2)cc1)c1nc(-c2cccc([N+](=O)[O-])c2)cs1	32
CCOc1cccc2sc(=NC(=O)c3ccc(C)c(C)c3)n(C)c12	70
CC(=O)N1CCc2c(sc(NC(=O)c3ccccc3S(C)(=O)=O)c2C(N)=O)C1	67
C=CCn1c(CSc2nc3ccccc3s2)nnc1SCC(=O)OCC	59
CCOC(=O)CNC(=O)CSc1nnc(C)c(=O)[nH]1	57
CC1(C)OC2OC(C(=O)Nc3cc(F)ccc3F)C3OC(C)(C)OC3C2O1 (configuration not stated)	56
Cc1nnc2ccc(-c3cccc(NC(=O)CCC4CCCCC4)c3)nn12	61
COc1ccc(CCNC(=O)NCC(c2ccc3c(c2)CCN3C)N2CCCC2)cc1 (configuration not stated)	65
Cc1c(Cl)cccc1Nc1ncccc1C(=O)O	46
CCOc1ccccc1C(=O)Nc1ccc2c(c1)CN(S(=O)(=O)c1ccccc1)CC2	79
CC1CCc2c(sc(NC(=O)CCSc3ccc(F)cc3)c2C(N)=O)C1 (configuration not stated)	73
Following part.
SMILES	RMI-FANCM inh
CCOCCn1c(=NC(=O)c2ccc(S(=O)(=O)N3CC(C)OC(C)C3)cc2)sc2ccccc21 (configuration not stated)	58
CCOC(=O)c1ccc2nc(NC(=O)c3cccc(NS(=O)(=O)c4ccc(F)cc4)c3)sc2c1	54
N#Cc1c(C(F)(F)F)cc(-c2ccccc2)[nH]c1=O	56
O=[N+]([O-])c1ccc(N2CC=CCC2)nc1	62
CC(C)COC(=O)/C(C#N)=C/c1ccc(-c2cccc([N+](=O)[O-])c2)o1	71
O=C(O)CCNS(=O)(=O)c1ccc(F)c(Cl)c1	60
Cc1ccccc1-c1ccc(N2CCN(C(=O)Nc3cccs3)CC2)nn1	65
O=C(Nc1nsc(-c2ccc(Cl)cc2)n1)c1ccccc1F	65
COc1ccc(/C=C2\Oc3c4c(cc(C)c3C2=O)OCN(C2CCS(=O)(=O)C2)C4)cc1 (configuration not stated)	90
O=C(COc1ccc(Cl)cc1)Nc1nnc(Cc2cccs2)o1	70
COc1ccc(C(=O)NCCOc2ccc3nnc(-c4ccc(F)cc4)n3n2)cc1OC	70
Cc1cc(N=CN(C)C)n2c(nc3ccccc32)c1C#N	41
COc1cc(S(=O)(=O)Nc2cccc3cn[nH]c23)c(OC)cc1Cl	64
O=C(c1cc2ccccc2oc1=O)N1CCN(Cc2nc(-c3ccco3)cs2)CC1	62
COc1ccc(OC)c(NC(=O)c2cc(C3CC3)n(C3CCS(=O)(=O)C3)n2)c1 (configuration not stated)	53
CC(=O)CCC(=O)c1cccs1	60
COc1ccc(S(=O)(=O)CCC(=O)Nc2c3c(nn2C)CCC3)cc1	63
O=C(CCSc1nnnn1-c1ccccc1)Nc1cc(C(F)(F)F)ccc1Cl	68
CSc1ccc2nc(NC(=O)c3ccccc3NS(=O)(=O)c3ccc(C)cc3)sc2c1	61
Cc1onc(-c2ccccc2Cl)c1C(=O)NCCN1CCN(c2ccccc2)CC1	69
COc1cc(/C=C/C(=O)Nc2nnc(-c3ccc(Cl)s3)o2)cc(OC)c1OC	71
CCNc1nn(CC(=O)Nc2ccccc2OCC)c(N)c1-c1nc(-c2ccccc2C)no1	70
Cc1cc(C)c2nc(N(CCCN(C)C)C(=O)c3ccc(S(=O)(=O)N4CCCCCC4)cc3)sc2c1	109
CCS(=O)(=O)N1CCCC(C(=O)NCCCN2CCCC2=O)C1 (configuration not stated)	59
O=[N+]([O-])c1ccc(C2CNC(c3cccc([N+](=O)[O-])c3)O2)cc1 (configuration not stated)	53
CC(OS(=O)(=O)c1cc(Cl)sc1Cl)c1nc2ccccc2[nH]1 (configuration not stated)	65
CCn1cccc(-c2nnc(SCC(=O)NCc3ccccc3Cl)n2C)c1=O	66
O=C(NC1CCCCC1)N1CCN(c2ccc3nnc(C4CC4)n3n2)CC1	66
Nn1c(SCC(=O)Nc2cccc(Cl)c2Cl)nnc1-c1ccc(Cl)cc1	56
O=C(CCCn1nc(-c2ccco2)ccc1=O)NCc1cccnc1	68
CCOc1ccc(-n2ccn3c(CC(C)CC(=O)NCc4cccc(OC)c4)nnc3c2=O)cc1 (configuration not stated)	66
O=C(CC1CCCCN1S(=O)(=O)c1ccc(F)cc1)Nc1ccc(Br)cc1F (configuration not stated)	68
O=C(COc1ccc(F)cc1)Nc1ccc2c(c1)N(C(=O)C1CC1)CC2	67
COC(=O)c1ccc(C(=O)OC)c(NC(=O)C(C)(C)C)c1	65

A portion of the library. The share of hits here may be higher or lower than overall.
